S1P2 antag – S1P2 (human) receptor antagonism | cell-based S1P2 antagonist assay, inhibition at 5 uM | 97,000 tested, 0.21% active | O95136 | inhibition, % at 5 µM; in the data active = inhibition above about 45%;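 note: CRE beta-lactamase reporter cells expressing human S1P2 stimulated with S1P; 0% = agonist at EC80 alone and 100% = agonist plus reference antagonist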
Target sequence (O95136 whole entry, looked up): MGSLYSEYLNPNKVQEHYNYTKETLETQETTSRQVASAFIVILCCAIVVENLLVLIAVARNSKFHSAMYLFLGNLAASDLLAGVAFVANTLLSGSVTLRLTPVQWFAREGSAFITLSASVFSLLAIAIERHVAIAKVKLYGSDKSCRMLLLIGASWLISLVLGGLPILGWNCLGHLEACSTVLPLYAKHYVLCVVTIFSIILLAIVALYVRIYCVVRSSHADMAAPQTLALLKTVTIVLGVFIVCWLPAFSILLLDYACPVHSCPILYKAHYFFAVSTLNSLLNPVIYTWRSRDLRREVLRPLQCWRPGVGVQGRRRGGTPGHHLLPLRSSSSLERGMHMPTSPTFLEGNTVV
sEH inhibitor – inhibitors of human soluble epoxide hydrolase. recombinant human sEH enzymatic activity assay. inhibition, % at 2 µM. 91,000 tested, 0.34% active; in the data active = inhibition above about 80%; note: values of inactives mirror those of a sister screen read the other way; many of its hits are not listed in these tables
sEH act – increases human soluble epoxide hydrolase activity; AID 717; 91,000 tested, 0.04% active; P34913; purified human sEH enzymatic activity, activator screen; activation, % at 2 µM; in the data active = activation above about 37%; note: values of inactives mirror those of a sister screen read the other way
PLAP act – human PLAP activation. activation fold at 20 µM. AID 696. purified PLAP enzyme, luminescent substrate read-out; hits give high values. 96,000 tested, 1.2% active; in the data active = activation fold above about 2
PostGolgi yeast – growth inhibition of a yeast mutant, post-Golgi transport screen | post-Golgi transport phenotypic cell assay | inhibition, % at 10 µM | 98,000 tested, 0.9% active | AID 739;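 note: yeast cells grown in 1536-well plates; yeast grown about 18 h at 30C before absorbance read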
CD11b adhes inh – CD11b/CD18-fibrinogen binding inhibition; P05107+P11215; K562 CD11b/CD18 adhesion to fibrinogen, ATPlite luminescence; Mn2+ added to activate the integrin; inhibition, % at 10 µM; 93,000 tested, 0.54% active;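 active = primary inhibition of 50% or more at 10 µM, then 40% or more on retest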; note: some results filed as inactive read as strong as hits
Target sequence (P05107 whole entry, looked up, other chains not shown): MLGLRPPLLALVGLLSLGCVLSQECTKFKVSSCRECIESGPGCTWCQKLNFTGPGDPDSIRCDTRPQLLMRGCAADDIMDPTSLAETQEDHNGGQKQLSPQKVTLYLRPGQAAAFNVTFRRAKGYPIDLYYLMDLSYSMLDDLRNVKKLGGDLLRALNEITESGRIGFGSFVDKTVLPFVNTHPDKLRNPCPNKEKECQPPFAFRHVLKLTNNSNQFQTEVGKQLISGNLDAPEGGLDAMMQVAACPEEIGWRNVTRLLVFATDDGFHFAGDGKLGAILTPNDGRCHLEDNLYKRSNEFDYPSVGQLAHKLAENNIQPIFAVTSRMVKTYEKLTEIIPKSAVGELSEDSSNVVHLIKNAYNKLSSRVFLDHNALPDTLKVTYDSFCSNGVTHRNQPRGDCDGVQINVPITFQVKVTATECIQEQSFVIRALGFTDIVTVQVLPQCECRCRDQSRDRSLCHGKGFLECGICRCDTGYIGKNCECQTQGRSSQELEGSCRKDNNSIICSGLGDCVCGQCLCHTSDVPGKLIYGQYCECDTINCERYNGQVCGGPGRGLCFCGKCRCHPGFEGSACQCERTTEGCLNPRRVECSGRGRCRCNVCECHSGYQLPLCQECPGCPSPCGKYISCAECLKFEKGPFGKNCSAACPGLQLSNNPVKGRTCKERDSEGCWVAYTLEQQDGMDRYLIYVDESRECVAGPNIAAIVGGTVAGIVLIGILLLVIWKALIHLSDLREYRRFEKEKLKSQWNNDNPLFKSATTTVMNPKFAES
S1P2 agonist – S1P2 (human) receptor agonism; activation, % at 4.5 µM; 97,000 tested, 0.46% active; O95136; AID 729; S1P2-expressing cell line, agonist reporter read-out; in the data active = activation above about 16%;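 note: 0% = vehicle low control and 100% = maximal reference agonist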
PostGolgi ctrl – yeast control strain growth, post-Golgi counter-screen; efflux-deficient yeast background strain, growth absorbance A615, 16 h; inhibition, % at 10 µM; 98,000 tested, 5% active
Ecoli WT expand – blocks growth of wild type E. coli BW25113 | OD600 absorbance | growth inhibition, % at 100 µM | 98,000 tested, 0.15% active;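 active = growth inhibition above about 50% at one test dose, limit read from the data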;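 note: growth measured after 20 h incubation at 37 °C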
Active calls of the source: *; . = not tested or not shown. Cut-off read from the data, not from the text of the source, unless noted: active = inhibition above about 30%; inactive = the rest.

Start of the data: the first two entries, ahead of the listing:
SMILES	S1P2 antag	sEH inhibitor	sEH act	PLAP act	PostGolgi yeast	CD11b adhes inh	S1P2 agonist	PostGolgi ctrl	Ecoli WT expand
CCOc1cc(C)nc(NCc2ccccc2)n1	2	17	-17	0.8	6	-16	-4	4	-3
CN(C)c1ccc(/C=N/Nc2ccc(-n3ccnc3)nn2)cc1	10	-11	9	1.1	9	10	-8	5	-6

This part in full, from the start:
SMILES	S1P2 antag	sEH inhibitor	sEH act	PLAP act	PostGolgi yeast	CD11b adhes inh	S1P2 agonist	PostGolgi ctrl	Ecoli WT expand
CCOc1cc(C)nc(NCc2ccccc2)n1	2	17	-17	0.8	6	-16	-4	4	-3
CN(C)c1ccc(/C=N/Nc2ccc(-n3ccnc3)nn2)cc1	10	-11	9	1.1	9	10	-8	5	-6
COc1ccc(N2CCN(C(=O)NC3CCCCC3)CC2)cc1	7	19	-15	.	.	.	-6	.	.
Cc1cc(C(=O)Nc2ccccc2)c(C)o1	5	5	-2	0.8	-5	-28	0	2	7
c1ccc(CSc2nnc(-c3cccs3)o2)cc1	-14	-9	10	0.8	-4	-2	-1	10	20
Cc1ccc(SCc2nc3ccccc3n2CC(=O)Nc2ccc(Cl)cc2)cc1	-3	3	-1	0.9	5	.	-9	8	-10
Nc1c(C(=O)N2CCCCC2)sc(=S)n1-c1ccccc1	6	-3	4	1	1	.	0	2	5
COc1ccccc1CN1CC(C(=O)N2CCN(c3ccc(F)cc3)CC2)CC1=O (stereo not drawn)	-12	-3	6	1.5	6	18	1	2	4
COc1cccc(NC(=O)C2CC(=O)n3cnnc3S2)c1 (stereo not drawn)	-9	-4	8	1.1	0	-9	-6	1	1
N#Cc1c(N)nc2c(c1-c1ccccc1)CCCC2	.	.	.	1	-2	-21	.	12	-13
N#CC(Nc1ccccc1)c1ccccc1OCc1ccccc1 (stereo not drawn)	-24	2	1	1	3	8	1	6	2
Cc1nc2cc(-c3cccc(F)c3)nn2c(C)c1CCC(=O)NC(C)CCc1ccco1 (stereo not drawn)	7	.	.	1.6	41*	3	-9	30	-3
Cc1ccc(-c2cc3nc4c(c(=O)n3[nH]2)CCCC4)cc1	-6	2	0	.	.	.	-4	.	.
CN1C(=O)c2cccc3c(S(=O)(=O)NCc4ccco4)ccc1c23	-5	-5	11	0.9	-6	-18	-4	4	-1
COc1ccc(-c2nc(SCC(=O)N3CCOCC3)n[nH]2)cc1	-6	6	-1	1	4	-29	-6	6	8
Cc1c(C#N)c2ncnc(N)c2n1-c1ccccc1	-6	14	-13	1	-5	-2	-3	1	3
COC(=O)c1[nH]c2ccc(Cl)cc2c1NC(=O)CCN1CCOCC1	17	11	-10	1	-4	-5	-3	8	-1
CCOc1ccc(NC(=O)C2CC(C)=C(C)CC2C(=O)O)cc1 (stereo not drawn)	-7	-7	9	1	0	1	-5	1	-8
Nc1nc(CSc2nnnn2-c2ccc(F)c(Cl)c2)nc(N2CCOCC2)n1	14	6	-7	.	.	.	-6	.	.
CCOC(=O)C1CCCN(C(=O)C2CCN(c3nnc(-n4cccc4)s3)CC2)C1 (stereo not drawn)	.	.	.	1.4	0	6	.	-8	6
CCCC(=O)C1=C(N(C)c2ccccc2)CC(C)(C)C(C(=O)OC)C1=O (stereo not drawn)	7	-2	0	1.1	-2	-7	-3	1	-3
Cc1ccc(-n2nnnc2SCn2nnc3ccccc3c2=O)cc1	7	0	-1	0.8	21	4	-4	15	11
CN(C)C=NC(=O)c1ccc([N+](=O)[O-])c(CS(=O)(=O)c2ccc(Cl)cc2)c1	8	11	-9	1	8	.	-4	1	3
Cc1c(C(=O)NC(C)CCc2ccccc2)cccc1[N+](=O)[O-] (stereo not drawn)	0	-2	0	1	-11	.	-1	-3	1
O=C1OC(Nc2nccs2)c2ccccc21 (stereo not drawn)	6	-16	15	1	.	26	-1	.	.
Cc1ccc2c(c1)N(S(=O)(=O)c1ccc(F)cc1)C(C(C)(C)C)CO2 (stereo not drawn)	0	.	.	0.9	-3	26	-1	-1	0
COCCN1C(=O)c2oc3cc(C)c(C)cc3c(=O)c2C1c1ccc(O)cc1 (stereo not drawn)	3	2	-5	.	.	.	-4	.	.
CCOc1ccc2cc(C#N)c(SCC(=O)N3CCC(C)CC3)nc2c1	13	5	-4	0.8	-10	-4	-6	23	-14
CCOC(=O)CSc1nnc(CNC(=O)c2cc(OCC)c(OCC)c(OCC)c2)n1C	-8	8	-9	1.2	-3	-8	-5	-6	-12
CCCCN(CCCC)c1cn[nH]c(=O)c1Cl	11	1	-1	.	.	.	-5	.	.
CC1(C)NC(=O)N(CC(O)COc2ccc(-c3ccccc3)cc2)C1=O (stereo not drawn)	0	7	-6	1.1	-2	-12	-4	5	1
COc1ccc(NC(=O)Nc2ccccc2OC)cc1	3	-4	2	1	-4	-6	-2	2	-6
CCCCOC(=O)CSc1n[nH]c(=O)[nH]c1=O	10	-6	7	0.9	0	0	-4	-1	-8
Cc1ccc(CCN2CC(C(=O)NCCN3CCOCC3)CC2=O)cc1 (stereo not drawn)	-6	-5	5	0.8	1	-17	-2	4	6
COC(=O)Nc1sc2c(c1C(N)=O)CCCCCC2	-6	56	-54	1	1	.	1	6	10
COC(=O)CNc1c(-c2ccccc2)nc2ccc(Br)cn12	-30	13	-15	0.9	2	8	-1	20	7
COc1ccc(N2CCCn3c2nc2c3c(=O)n(Cc3ccccc3F)c(=O)n2C)c(OC)c1	13	-4	2	1.4	3	-10	-7	11	-3
CNC(=O)C12CCC(C)(c3nc4cc(C)c(C)cc4nc31)C2(C)C (stereo not drawn)	-8	2	0	1.6	3	-45	0	25	-6
CCN1CCN(Cc2ccc(NC(=O)Nc3ccccc3)cc2)CC1	-5	16	-16	1	5	9	-2	2	10
CCN1C(=O)CC(N2CCN(c3ccc(Cl)cc3)CC2)C1=O (stereo not drawn)	2	-1	-1	1.2	-1	-7	-2	17	4
CC(=O)N(CC1CCCO1)c1nnc(-c2ccccn2)s1 (stereo not drawn)	-8	2	-2	1.1	5	-13	-4	6	1
Oc1ccc(Br)cc1-c1nc2cnccn2c1NC1CCCCC1	-14	-11	8	1.6	29	12	-7	86*	-5
COc1cccc(-c2cc3c(-n4cccc4)ncnc3o2)c1	0	-5	4	0.9	-9	-3	-7	14	-7
c1ccc(N2CCN(c3ncnc4c3oc3ccccc34)CC2)cc1	-2	-8	8	0.9	-1	41	0	35*	-15
CCCn1c(NCc2ccccn2)nc2ccccc21	-1	-27	24	.	.	.	-6	.	.
CCOC(=O)/C(=C\c1ccc([N+](=O)[O-])cc1)C(=O)c1cc(C(C)=O)c(Nc2ccccc2)s1	10	10	-8	1.1	65*	.	-4	92*	-13
CC1(C)CC(=O)C(C(c2ccco2)C2C(=O)CC(C)(C)CC2=O)C(=O)C1	-11	5	0	1.1	7	0	-3	0	2
CC(=O)c1cc(NC(=O)c2cccc(C(F)(F)F)c2)c(=O)oc1/C=C/N(C)C	17	-2	4	1.1	-8	.	-12	-3	-8
COc1cccc(Cn2cnc3c(NS(=O)(=O)c4ccc(Cl)cc4Cl)c(C)c(C)cc32)c1	16	-6	8	1.3	-11	.	-7	28	-6
O=S(=O)(NCCCCCNS(=O)(=O)c1ccccc1)c1ccccc1	6	10	-9	0.8	4	33	-3	5	4

Remaining list, next part
SMILES	S1P2 antag	sEH inhibitor	sEH act	PLAP act	PostGolgi yeast	CD11b adhes inh	S1P2 agonist	PostGolgi ctrl	Ecoli WT expand
COCCNc1c(-c2ccc(O)cc2)nc2ccc(Cl)cn12	5	-8	9	.	7	.	-1	6	-6
COc1ccc(NC(=O)CN(c2cccc(C(F)(F)F)c2)S(C)(=O)=O)cc1OC	-12	-8	7	1	-8	-7	-2	4	-1
COc1ccc(OC)c2[nH]c(=O)c(CCNS(=O)(=O)c3ccc(C)cc3)cc12	-12	-3	5	1.4	16	.	-3	2	1
Cn1nnnc1SCc1ccc(C(=O)Nc2ccccc2F)cc1	19	10	-9	1.3	-1	.	-3	11	-3
O=C(CN(Cc1ccccc1)S(=O)(=O)c1ccc(F)cc1)NCCC1=CCCCC1	-1	-5	5	1	3	-10	-2	19	-8
CCCCn1cnc2sc(-c3ccccc3)cc2c1=O	5	4	-5	0.7	4	.	-4	12	-3
CCOc1ccc(NS(=O)(=O)c2ccc3[nH]cc(C(=O)N(CC)CC)c(=O)c3c2)cc1	-11	.	.	.	-4	.	-7	3	0
O=C(Cc1n[nH]c(=O)[nH]c1=O)N/N=C/c1cccc(O)c1	-14	-14	12	1.1	0	-3	-5	10	0
CCCCC(=O)NCCNC(=O)c1cc(OCC(F)(F)F)ccc1OCC(F)(F)F	-35	-9	10	1	-7	-2	-3	-5	2
CCS(=O)(=O)Nc1ccc(-c2nnc(SCC(=O)c3cccc(OC)c3)o2)cc1	-11	1	-1	1.2	4	-13	-7	1	-8

An excerpt of these results, with two lines to a compound:
Every second line gives: S1P2 antag | sEH inhibitor | sEH act | PLAP act | PostGolgi yeast | CD11b adhes inh | S1P2 agonist | PostGolgi ctrl | Ecoli WT expand
Cn1nnnc1SCc1ccc(C(=O)Nc2ccccc2F)cc1
  19 | 10 | -9 | 1.3 | -1 | . | -3 | 11 | -3
COc1ccc(NC(=O)CN(c2cccc(C(F)(F)F)c2)S(C)(=O)=O)cc1OC
  -12 | -8 | 7 | 1 | -8 | -7 | -2 | 4 | -1
CCOc1ccc(NS(=O)(=O)c2ccc3[nH]cc(C(=O)N(CC)CC)c(=O)c3c2)cc1
  -11 | . | . | . | -4 | . | -7 | 3 | 0
CCCCn1cnc2sc(-c3ccccc3)cc2c1=O
  5 | 4 | -5 | 0.7 | 4 | . | -4 | 12 | -3
O=C(Cc1n[nH]c(=O)[nH]c1=O)N/N=C/c1cccc(O)c1
  -14 | -14 | 12 | 1.1 | 0 | -3 | -5 | 10 | 0

(next part)
SMILES	S1P2 antag	sEH inhibitor	sEH act	PLAP act	PostGolgi yeast	CD11b adhes inh	S1P2 agonist	PostGolgi ctrl	Ecoli WT expand
CCOC(=O)N1CCN(S(=O)(=O)c2cc(Cl)c(OC)cc2Cl)CC1	0	-3	7	.	.	.	-6	.	.
O=C(c1ccco1)N1CCN(C(c2coc3ccc(Cl)cc3c2=O)c2nnnn2C2CCCC2)CC1 (stereo not drawn)	-4	26	-22	.	.	.	-5	.	.
CCCC1CCC(C(=O)Nn2c(C)nc3ccccc3c2=O)CC1 (stereo not drawn)	11	6	-7	.	4	.	-4	21	-4
COC(=O)COc1ccc2c(-c3cccc([N+](=O)[O-])c3)cc(=O)oc2c1	4	-1	2	.	1	.	-7	5	-1
COC(=O)COc1ccc2oc(=O)cc(C)c2c1	4	1	1	0.9	-3	-18	-4	7	-3
Cc1ccc(C(C)C)c(OCC(=O)OCc2c(C)noc2C)c1	3	14	-12	0.9	-1	10	-5	17	-2
COc1c(C)cc(Br)cc1C(=O)Nc1cccc(NC(=O)c2ccco2)c1	18	5	-10	0.9	31*	0	-10	56*	-19
Cc1cccn2c(=O)c(C=Nc3ccccc3)c(NCCO)nc12	-4	-2	2	1.1	0	1	1	4	5
CCOc1cc(C(=S)N2CCN(C)CC2)ccc1OCC(=O)N1CCOCC1	26	2	-3	1	-9	-16	-5	6	3
COC(=O)[C@H](C)NC(=O)Nc1cc(OC)ccc1OC	5	6	-10	0.9	-5	-32	-3	6	-1
O=C(Cn1ncc2c1-c1ccccc1OC2)Nc1ccc(Cl)cn1	12	-1	0	1	0	-2	-8	2	-4
COc1ccc(OCC(=O)N/N=C2\CCc3ccccc32)cc1	-20	46	-46	0.8	-4	0	-3	11	-13
Cn1cnc2cc(NS(=O)(=O)c3ccc(Br)cc3)ccc21	25	2	-4	1.1	7	0	-4	14	17
CC(C)CN(CC(C)C)S(=O)(=O)N1CCC(C(=O)NCc2ccc(F)cc2)CC1	-12	40	-40	1.1	-7	-8	-8	5	2
CCC12CN(C(=O)c3ccc(OC)cc3)CC(CC)(CN(C(=O)c3ccc(OC)cc3)C1)C2=O	12	6	-7	1.6	1	6	-7	9	4
Nc1nc(SCC(=O)Nc2ccccc2Sc2ccc(Cl)cc2)n[nH]1	6	3	-2	1.6	11	.	-3	7	8
CCOC(=O)CC1=C(C#N)C(c2cccnc2)C(C(=O)OCC)=C(N)O1 (stereo not drawn)	.	.	.	1	15	7	.	3	12
O=C1Nc2ccc([N+](=O)[O-])cc2C1(O)N1CCCCC1 (stereo not drawn)	-6	2	1	1	-7	-10	-5	22	5
CNC(=O)C1C(=S)NC(N)=C(C#N)C1c1ccccc1 (stereo not drawn)	-1	8	-6	0.9	-4	17	-2	7	10
COc1ccc(N2C(=O)CC(NCc3ccc(F)cc3)C2=O)cc1 (stereo not drawn)	-5	-2	7	.	.	.	-2	.	.

Compound activity deposited in PubChem BioAssay by several laboratories.
